NCI-60 one-dose screen, 48 h, at 10 µM unless noted. Numbers give growth in % (100 = growth as untreated, 0 = no growth, -100 = all killed).
K-562: K-562 leukemia; hit rate 7.4% among 78,000; AID 1794777
HS 578T: HS 578T breast cancer; hit rate 4.1% among 78,000; AID 1794788
MDA-MB-231: MDA-MB-231 breast cancer. hit rate 5% among 81,000
BT-549: BT-549 breast cancer. hit rate 4.4% among 78,000. AID 1794793
MDA-MB-468: MDA-MB-468 breast cancer | hit rate 8.5% among 78,000
MCF7: MCF7 breast cancer. hit rate 6.3% among 82,000. AID 1794796
T-47D: T-47D breast cancer; hit rate 5% among 79,000; AID 1794792
LOX IMVI: LOX IMVI melanoma; hit rate 7.4% among 79,000
Active calls of the source: *; x = no result given. The calls were made as follows: active = growth percent below 10; inactive = the rest.

Below each SMILES – K-562	HS 578T	MDA-MB-231	BT-549	MDA-MB-468	MCF7	T-47D	LOX IMVI
- O=C(Nc1ccccc1C1=NCC(CO)O1)c1ccc(Cl)c(Cl)c1 (stereo not drawn)
    94.7	113.4	104.7	96.5	112.0	74.4	83.9	102.3
- CN1CCC[C@H]1c1cccnc1
    x	120.6	123.1	98.8	116.8	97.4	102.1	103.8
- COC(=O)CCCCCCCCCCCCO
    106.4	99.2	99.4	103.5	112.6	103.9	107.7	106.4
- CCCNCCOC(=O)c1ccc(N)c(OCCC)c1
    100.0	99.4	97.6	91.6	97.7	101.1	76.8	103.5
- COc1ccc(-c2cn(-c3ccc(Cl)cc3)c(=S)[nH]2)cc1OC
    75.9	100.1	53.0	78.6	x	72.2	68.1	0.2*
- c1ccc2c(c1)nc(CN1CCOCC1)n1cc(N3CCCC3)nc21
    67.8	92.5	103.5	100.4	x	96.5	95.6	101.7
- COc1cc(/C=C/C(=O)N2c3ccccc3CC2C)c(OC)c2c1OCO2 (stereo not drawn)
    x	96.2	92.2	97.7	86.9	91.6	77.2	94.3
- CC(C)C1(C)C(=O)N(C)C(=O)N1Br (stereo not drawn)
    96.6	127.0	122.9	110.2	x	95.9	102.6	97.8
- O=C(O)c1ccc(O)c(O)c1
    101.9	106.3	99.6	98.4	102.1	100.5	85.2	96.1
- C/C(CCC(=O)O)=N/Nc1ccc([N+](=O)[O-])cc1
    22.3	92.9	51.4	89.1	83.7	65.2	x	23.9
- COc1ccc(OC)c(-c2cc(-c3nc(OC)nc(OC)n3)on2)c1
    96.5	91.7	96.3	98.3	84.4	95.9	100.3	103.4
- O=C1NC(c2ccccc2)N=C2C(c3ccc(Cl)cc3)=NOC12 (stereo not drawn)
    104.4	96.3	110.2	105.8	102.1	102.6	101.8	107.9
- CCN(CC)CCC12CC(C)OC1=Nc1ccccc1NC2=O (stereo not drawn)
    101.7	110.1	106.3	107.9	103.3	101.2	97.7	90.9
- CCC[C@@]1(CCc2ccccc2)CC(O)=C([C@H](CC)c2cccc(NS(=O)(=O)c3ccc(C(F)(F)F)cn3)c2)C(=O)O1
    99.2	109.7	97.6	127.7	114.0	90.1	93.5	104.7
- COc1ccc(C(C(=O)O)c2ccc(OC)cc2)cc1
    105.4	129.5	120.3	x	113.3	101.1	118.5	106.3
- COc1ccc(NCc2nnc(-c3ccc(OC)c(OC)c3)o2)cc1
    99.3	87.6	68.5	82.9	94.8	92.8	70.1	89.1
- COc1cnc2c(c1)C(=O)c1c-2n(CCCN2CCN(C)CC2)c(=O)c2cc([N+](=O)[O-])ccc12
    -50.8*	94.8	-72.3*	-54.6*	-57.9*	-40.1*	-57.2*	-90.7*
- CC(=O)Nc1ccc(C(=O)NC(=S)Nc2ccc(C(=O)NO)cc2)cc1
    101.9	95.5	99.1	100.0	96.3	91.9	99.7	99.5
- O=c1[nH]c2cc(Cl)ccc2nc1/C(=N\O)C(O)c1ccc([N+](=O)[O-])cc1 (stereo not drawn)
    108.9	100.3	109.4	103.0	113.9	90.3	96.1	99.6
- Clc1ccc(Cc2nnc3sc(-c4cccnc4)nn23)cc1
    87.1	101.0	93.6	95.5	94.2	88.7	89.2	96.7
- Cc1cccc(C)c1NCc1nnc(-c2ccco2)o1
    100.0	91.5	79.7	99.0	100.1	87.1	80.6	93.5
- Cc1ccc2oc(=O)cc(Cn3cc(Cn4cnc5c4c(=O)n(C)c(=O)n5C)nn3)c2c1
    101.9	102.0	108.0	100.8	104.4	92.5	90.7	94.3
- C[C@H](c1nc2ccc(C(=O)O)cc2[nH]1)[C@H]1CC[C@H]2[C@@H]3CCC4=CC(=O)CC[C@]4(C)[C@H]3CC[C@]12C
    98.6	101.0	101.2	104.9	98.9	97.7	95.6	97.3
- Cc1ccc2c(c1)C(C)Cc1c(ncnc1-n1cnc3cc(C)ccc31)N2C (stereo not drawn)
    6.5*	31.6	38.5	-0.8*	9.8*	12.6	55.9	25.7
- CCOC(=O)CC1=C(O)c2ccccc2C(=O)C1=O
    99.5	105.8	96.9	105.9	99.6	100.3	110.8	95.2
- CC(C)=CCC[C@](C)(O)[C@H]1CC[C@]2(C)[C@@H]1CC[C@@H]1[C@@]3(C)CC[C@H](N)C(C)(C)[C@@H]3CC[C@]12C
    -41.2*	94.6	85.4	98.8	62.0	3.1*	107.0	-82.5*
- N#Cc1c(N=Cc2ccc(Br)cc2)n[nH]c1Nc1ccccc1
    x	109.8	103.1	x	118.4	100.2	105.1	112.6
- CC(C)c1ccc(Cc2ccc(O)cc2)cc1
    110.1	94.3	102.6	112.8	95.9	131.6	108.9	94.3
- Cn1c([N+](=O)[O-])cnc1C=C1C(=O)c2ccccc2C1=O
    15.8	26.4	45.6	25.0	51.3	37.8	65.4	21.7
- O=C(O)CCNC(=O)OCc1ccccc1
    91.6	95.2	x	95.9	113.1	92.8	91.0	101.9

One compound at a time (already shown). Order of screens: K-562 | HS 578T | MDA-MB-231 | BT-549 | MDA-MB-468 | MCF7 | T-47D | LOX IMVI
O=C1NC(c2ccccc2)N=C2C(c3ccc(Cl)cc3)=NOC12 (stereo not drawn) in the list: 104.4 | 96.3 | 110.2 | 105.8 | 102.1 | 102.6 | 101.8 | 107.9
O=C(O)CCNC(=O)OCc1ccccc1 in the list: 91.6 | 95.2 | x | 95.9 | 113.1 | 92.8 | 91.0 | 101.9
COc1ccc(OC)c(-c2cc(-c3nc(OC)nc(OC)n3)on2)c1 in the list: 96.5 | 91.7 | 96.3 | 98.3 | 84.4 | 95.9 | 100.3 | 103.4
CC(C)C1(C)C(=O)N(C)C(=O)N1Br (stereo not drawn) in the list: 96.6 | 127.0 | 122.9 | 110.2 | x | 95.9 | 102.6 | 97.8

(cont.)
Below each SMILES – K-562	HS 578T	MDA-MB-231	BT-549	MDA-MB-468	MCF7	T-47D	LOX IMVI
- CNc1oc(-c2cccc3ccccc23)nc1C#N
    93.0	92.9	85.5	96.2	101.3	81.8	89.7	x
- Cc1ccc(N)cc1CN1C(=O)c2ccccc2C1=O
    105.0	106.0	106.0	x	107.3	107.6	109.5	101.4
- O=C(Cc1ccccc1)NCCO
    112.3	101.0	104.2	108.7	100.4	96.4	115.2	96.0
- CC(C)=CCc1c(O)c(CC=C(C)C)c2c(c1O)C(=O)C1=C[C@@H]3C[C@H]4C(C)(C)O[C@@](C/C=C(\C)C(=O)O)(C3=O)[C@@]14O2
    5.2*	27.7	29.8	-9.0*	-45.1*	-5.9*	1.3*	-97.0*
- Cc1ccc(-c2csc(/N=C3\C(=O)Nc4ccccc43)n2)cc1
    1.4*	31.2	11.2	23.6	-12.5*	6.9*	20.0	-0.1*
- O=C1Nc2ccccc2/C1=N/N1C(=O)CN(c2ccc(F)cc2)C1=O
    108.2	97.7	97.8	104.9	91.9	104.8	92.3	98.6
- COc1ccc(-c2cc3c(=N)n(NC(=O)c4ccccc4)cnc3o2)cc1
    100.3	101.4	102.9	107.8	111.3	94.4	106.0	98.3
- O=C(Cn1cc(-c2ccccc2)nn1)Nc1ccc2c(ccn2Cc2ccccc2)c1
    106.9	100.4	94.5	100.9	111.7	103.8	98.9	96.8
- C(CCc1nn[nH]n1)CCC1CCCCC1
    100.8	97.6	97.7	100.4	101.4	90.4	94.1	95.7
- ClC1CC2CCC1C2 (stereo not drawn)
    104.0	100.2	112.0	119.0	100.9	91.3	101.9	100.2
- CCCCc1ccc(C(CC(=O)c2ccc(Br)cc2)c2ccc(Br)cc2)cc1 (stereo not drawn)
    93.3	96.7	89.7	99.8	107.7	82.0	83.4	93.2
- Brc1ccc(-c2n(Cc3ccc4ccccc4c3)c(-c3ccccc3)c(-c3ccccc3)[n+]2Cc2ccc3ccccc3c2)cc1
    5.0*	-46.3*	-89.5*	-96.7*	-71.2*	-69.8*	-76.7*	-92.6*
- COc1ccc2c(c1)nc(N)c1c3cc(C)c(C)cc3cn21
    x	x	84.6	94.5	48.3	16.3	63.8	75.4
- CCOC1Oc2ccc(C)cc2C(=O)/C1=C\Nc1cccc(S(N)(=O)=O)c1 (stereo not drawn)
    87.2	506.3	113.6	129.1	x	103.4	83.1	102.5
- O=c1[nH]nc(-c2ccccc2)c2c(-c3ccccc3)onc12
    9.9*	x	50.3	22.8	1.5*	25.6	20.1	49.6
- CC(=O)/C(=C/n1ccc(=O)[nH]c1=S)C(=O)Nc1ccc([N+](=O)[O-])cc1
    108.0	92.8	100.0	89.9	105.3	92.1	99.8	83.5
- O=c1[nH]cnc2c1ncn2-c1ccc(N(CCO)CCO)cc1
    108.9	111.5	104.2	107.4	100.3	104.4	x	100.0
- Cc1nc2nc(N)[nH]c(=O)c2[nH]1
    103.1	83.8	96.7	122.8	95.3	93.9	97.2	100.2
- CCCCc1oc2ccc([N+](=O)[O-])cc2c1C(=O)c1ccc(C#Cc2ccccc2F)cc1
    80.1	96.9	81.7	102.2	92.6	87.1	83.8	88.5
- CCOC(=O)C(Cc1ccc([N+](=O)[O-])cc1)(NC=O)C(=O)OCC
    97.2	110.3	98.7	85.8	92.2	96.0	92.4	104.0
- O=S(=O)(O)c1ccc(O)cc1
    105.2	110.7	120.9	116.9	116.3	99.7	102.6	107.2
- C[C@]12CCc3nc(Nc4ccc(O)cc4)sc3C1=CC[C@@H]1[C@@H]2CC[C@]2(C)/C(=N/NC(N)=S)CC[C@@H]12
    -2.8*	-4.6*	-40.4*	9.9*	-58.2*	-35.0*	-31.6*	-52.5*
- COc1ccc(C(O)S(=O)(=O)O)cc1 (stereo not drawn)
    94.3	x	115.7	97.9	118.6	90.5	101.7	89.5
- Oc1ccccc1C=Nc1ccc(N2CCN(C(c3ccccc3)c3ccccc3)CC2)cc1
    77.2	101.9	107.4	78.1	105.4	90.3	83.8	102.2
- CC(=O)NCCN
    101.2	103.0	100.7	102.4	105.0	103.6	97.5	93.3
- COc1ccc(C(=O)c2c(N)c(C#N)cn2-c2cc(Cl)cc(Cl)c2)cc1
    112.3	107.9	104.7	114.6	108.3	109.4	101.8	97.0
- O=C(CCc1n[nH]c(=S)o1)c1nc2ccccc2[nH]1
    101.3	109.9	98.1	100.3	123.5	98.4	102.5	105.6
- Nc1nc(-c2ccc(Cl)cc2Cl)cc(-c2cc3cc(Br)ccc3oc2=O)n1
    x	100.9	90.7	98.3	104.8	75.6	101.5	x
- Cc1ccc(C#N)c(=O)[nH]1
    111.0	x	110.0	107.1	118.7	x	105.0	107.0
- COC(=O)C1NC(=S)N(c2ccc(Cl)cc2)C1/C=C/c1ccccc1 (stereo not drawn)
    106.2	107.4	95.0	93.8	108.4	100.6	88.2	78.5

An excerpt from above, showing only MDA-MB-231, LOX IMVI and MDA-MB-468.
Molecule | MDA-MB-231 | LOX IMVI | MDA-MB-468
CC(C)C1(C)C(=O)N(C)C(=O)N1Br (stereo not drawn) | 122.9 | 97.8 | x
O=C(O)c1ccc(O)c(O)c1 | 99.6 | 96.1 | 102.1

More compounds
Below each SMILES – K-562	HS 578T	MDA-MB-231	BT-549	MDA-MB-468	MCF7	T-47D	LOX IMVI
- C#Cc1cc(C(=O)Nc2ccc(CN3CCN(C)CC3)c(C(F)(F)F)c2)ccc1OC
    69.6	87.4	100.9	89.7	79.4	84.9	85.2	84.9
- NC(=O)c1c(NC(=O)c2ccccn2)sc2c1CCC(=O)C2
    10.1	25.1	7.9*	5.6*	6.4*	39.1	5.3*	21.6
- CN1CCCC1CN1CCCC1 (stereo not drawn)
    98.0	x	106.4	102.6	110.9	98.1	105.3	95.8
- Nc1nc(-c2ccccc2)c(N=Nc2ccc(Br)cc2)s1
    64.5	80.9	85.8	86.8	77.6	47.8	57.7	56.8
- CC1Cc2c([nH]c(=O)n(-c3ccccc3)c2=O)O1 (stereo not drawn)
    85.8	95.4	109.8	105.4	100.2	95.7	87.6	95.1
- COc1cc(/C=C/C(N)=O)cc(OC)c1OC
    x	112.6	107.8	110.3	104.1	101.7	106.4	100.3
- O=S(=O)(NC1CCCCC1)c1ccccc1
    82.7	93.0	97.5	92.6	102.0	101.9	99.5	x
- ClC(Cl)(Cl)C(c1ccccc1)c1ccccc1
    96.5	105.2	104.7	107.3	89.3	105.2	97.9	101.1
- Cc1ccc(C(=O)NN2C(=O)/C(=C/C=C/c3ccc([N+](=O)[O-])o3)SC2=S)cc1
    6.3*	-18.3*	-96.4*	-90.0*	-85.7*	-49.2*	-61.1*	-90.9*
- COc1cc(-c2nc3ccccc3c(=O)[nH]2)ccc1OCC(=O)N=Nc1c(O)[nH]c2ccc([N+](=O)[O-])cc12
    106.2	113.4	110.4	102.8	110.7	x	99.4	108.7
- O=C1CSC(=S)N1Cc1cccnc1
    7.1*	114.2	106.2	51.7	47.6	10.5	18.5	17.5
- O=C(Nc1ccccc1)c1ccc(-n2c(=O)[nH]c3ccccc3c2=O)cc1
    93.2	97.5	100.7	96.6	101.6	91.9	96.8	92.9
- COc1ccc(-c2nnc(N3CCN(C(=O)CN4CCN(c5ccc(Cl)cc5)CC4)CC3)nc2-c2ccc(OC)cc2)cc1
    32.0	72.2	78.7	59.0	74.0	37.1	38.2	75.9
- Cc1ccc(Nc2ccc(Nc3ccc(C)cc3)c3c2C(=O)c2ccccc2C3=O)cc1
    116.7	x	104.6	77.8	96.4	80.5	93.7	105.1
- CCC(C)c1c(N)[nH]oc1=O (stereo not drawn)
    86.8	108.7	112.4	101.5	108.4	88.6	110.3	102.5
- CCCCCCCCCCCCCCCC[N+]1([O-])CCOCC1
    57.2	99.1	91.9	85.8	63.4	88.0	77.6	92.9
- O=C1c2ncccc2/C(=C/c2ccccc2)N1Cc1ccccc1
    86.6	97.3	101.5	x	102.4	105.4	94.0	101.2
- CC[C@]12C=CCN3CC[C@@]4(c5ccc(OC)cc5N(C)[C@H]4[C@@](O)(C(=O)OC)[C@@H]1OC(=O)CCCN1CCCCC1)[C@@H]32
    81.6	86.0	97.0	140.3	116.3	86.6	90.4	88.2

Compound activity deposited in PubChem by NCI.
